Cardiac RTF inh: cardiac RTF calcium desensitization | P19429+P45379 | IANBD-labeled cardiac RTF, Ca2+ fluorescence | inhibition, % at 7.15 µM | hit rate 0.12% among 340,000 | AID 493244;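 active = inhibition above the mean inhibition of all tested compounds plus 3 SD, cut at about 17% in these data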;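 also: assay run at fixed EC70 calcium of 1.6 mM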
Arr AP2 block: blocks beta-arrestin peptide binding to AP2 adaptin. hit rate 0.31% among 340,000. FITC-arrestin peptide / GST-AP2 beads, flow cytometry; AP2 beta2 appendage carries R879A mutation. inhibition, % at 10 µM;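 active = inhibition above a set limit, near 3 SD of compounds lacking own fluorescence, cut at about 54% in these data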;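 also: plate controls were DMSO wells for no effect and 5 µM unlabelled arrestin peptide for full effect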
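Test system: GST-tagged AP2 beta2-adaptin appendage (R879A) on 4 µm glutathione beads; also added: fluorescein-tagged arrestin peptide at 50 nM final; timing: 12 min plus 1 h, RT; signal: flow cytometry, FL1 (488/535 nm); read-out: percent drop in bead-associated FITC signal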
PvdQ acylase: blocks Pseudomonas aeruginosa PvdQ acylase activity | AID 488965 | inhibition, % at 10 µM | purified PvdQ acylase, fluorescence plate reader | hit rate 0.063% among 340,000; in the data active = inhibition above about 30%, passing the limit was not always enough;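 also: 0% = vehicle neutral wells and 100% = reference inhibitor wells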
NSD2 inh: inhibitors of human histone methyltransferase NSD2; NSD2 peptide methylation, AlphaScreen, 120 min; inhibition, % at 12.5 µM; hit rate 0.54% among 310,000; in the data active = inhibition above about 50%
PKA-R2B activ: activates the human PKA-R2B holoenzyme complex; P22694+P31323; PKA-R2B holoenzyme dissociation, Cy5-IP20 fluorescence polarization; R2B truncated from residue 108, S112A mutant; 0% DMSO only, 100% 113 µM cGMP; activation, % at 11.4 µM; hit rate 0.079% among 340,000; AID 504700;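 active = activation above a cutoff set at the mean over all compounds plus 3 SD, cut at about 18% in these data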;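 also: higher means more holoenzyme dissociation and a rise in polarization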
DAGLB inh: blocks human DAGLB lipase activity; HEK293T DAGLB membrane lysate, EnzChek fluorogenic substrate; inhibition, % at 5.17 µM; hit rate 0.059% among 340,000; in the data active = inhibition above about 34%;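 also: 0% = enzyme with vehicle and 100% = wells lacking enzyme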
Keap1-Nrf2 PPI: disrupts human Keap1 binding to Nrf2 peptide; Q14145; Keap1 Kelch-Nrf2 peptide fluorescence polarization, 1536-well; inhibition, % at 9.4 µM; hit rate 0.15% among 340,000; AID 504523; in the data active = inhibition above about 12%;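 also: human Keap1 Kelch domain with fluorescein labeled Nrf2 9mer peptide probe; 0% = neutral control wells and 100% = peptide positive control; higher means more block of Keap1 binding to Nrf2 peptide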
SR-BI HDL uptake: inhibitors of mouse SR-BI mediated HDL lipid uptake | ldlA[mSR-BI] CHO cells, DiI-HDL uptake fluorescence, 3 h | inhibition, % at 12.5 µM | hit rate 0.96% among 320,000 | Q61009 | AID 488896;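 active = mean replicate inhibition of at least 70% and a set share of replicates each scoring 70 or more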;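 also: 0% = median of neutral control wells and 100% = median of positive control wells; values of inactives mirror those of a sister screen read the other way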
C-LANA FP: inhibitors of KSHV LANA C-terminal domain DNA binding. MBP-C-LANA/FAM-LBS DNA binding, fluorescence polarization. inhibition, % at 9 µM. AID 504423. hit rate 0.078% among 340,000;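 active = highest replicate inhibition at or above 60% at 9 µM, even if other replicates fall short; inactive = all replicates below 60% inhibition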;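 also: 0% = neutral control wells and 100% = 4 µM acridine orange control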
SR-BI DiI-HDL act: activators of SR-BI mediated HDL lipid uptake; activation, % at 12.5 µM; CHO ldlA[mSR-BI] cells, DiI-HDL uptake fluorescence, 3 h; 100 = double the neutral-control signal; hit rate 0.096% among 320,000;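 active = mean replicate activation of at least 60% and every replicate at or above 60%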;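 also: 0% = median plate neutral-control signal and 100% = twice that signal; values of inactives mirror those of a sister screen read the other way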
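Test system: SR-BI-overexpressing, LDLR-lacking CHO cells. Measured by: DiI fluorescence, bottom read. Medium: Ham's F12 with 0.5% BSA, HEPES 25 mM, pH 7.4. Timing: 3 h uptake period with compound, 37 °C.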
Active calls of the source: *; . = not tested or not shown; + = active, no number.

SMILES	Cardiac RTF inh	Arr AP2 block	PvdQ acylase	NSD2 inh	PKA-R2B activ	DAGLB inh	Keap1-Nrf2 PPI	SR-BI HDL uptake	C-LANA FP	SR-BI DiI-HDL act
CCOC(=O)COn1c(=O)c(-c2ccc(Br)cc2)[n+]([O-])c2ccccc21	-6	6	-19	-2	6	-4	-3	-6	-0.3	6
CC(=O)c1ccc(S(=O)(=O)N2CCN(S(=O)(=O)c3ccccc3C(F)(F)F)CC2)cc1	3	-3	3	-2	0	-1	0	-9	-0.3	9
COc1cc(/C=N/NC(=O)CC#N)cc(Br)c1O	-4	9	-8	5	6	-2	-5	-10	1.7	10
Clc1cccc(Cl)c1Cn1cc(Br)cn1	3	33	-6	-3	-4	-4	0	-4	-1.3	4
C[C@H](NC(=O)c1ccco1)C(=O)Nc1ccc(S(=O)(=O)N2CCCC2)cc1	2	11	5	-6	5	-1	-5	-24	0.0	24
Cc1nc2sc(C(c3ccccc3)N3CCN(C)CC3)c(O)n2n1 (configuration not stated)	2	15	9	.	-7	-1	-4	-15	-0.3	15
O=C(CN1CCN(S(=O)(=O)c2ccc(Cl)cc2)CC1)c1ccc(O)c(O)c1	-1	9	4	121*	-1	3	-5	-22	20	22
CCN1C(=O)c2ccccc2Sc2ccc(C(=O)O)cc21	-16	-6	-20	3	-4	-4	-2	-14	0.2	14
O=C(N/N=C/c1ccccc1OC(F)F)C1=COCCO1	-7	-14	-5	10	0	-1	2	19	-0.4	-19
Cc1ccc(S(=O)(=O)N2CCN(S(=O)(=O)N(C)C)CC2)cc1	-18	9	15	5	-5	1	3	11	0.0	-11
CN(Cc1ccc(F)cc1)C(=O)COc1ccc2ccccc2c1	-4	2	-10	1	-3	-4	-3	-16	0.2	16
COc1ccc(CC(=O)Nc2cccc(-c3cn4ccccc4n3)c2)cc1	0	-9	0	-2	-7	-4	-1	4	-3.3	-4
COc1ccc(-c2c(-c3cc(OC)cc(OC)c3)n(C)c3ccc(-c4ccc(OC)cc4F)cc23)cc1	5	8	11	.	1	3	-6	-15	-1.3	10
Cc1cc(=O)oc2cc(OC(C)C)ccc12	-2	4	-3	-5	-3	-1	-1	-4	1.2	4
CCOC(=O)CSC1=C(C#N)C(c2ccc(F)cc2)C(C(C)=O)=C(C)N1 (configuration not stated)	-10	1	0	-6	-6	-2	-2	-16	-0.1	16
O=C(c1cccc(Cl)c1)N1CCC2CC1c1cc(-c3ccccc3)ccc12 (configuration not stated)	0	-14	-15	.	-9	-10	6	13	2.5	-13
Cc1cc(C)c(CN2CCC(N3CCC(C(=O)NCC4CCCO4)CC3)CC2)cc1C (configuration not stated)	1	1	-16	0	-7	-2	-3	-12	-1.1	12
CCN(c1ccc(NC(=O)COC(=O)CCc2nc3ccccc3n2-c2ccccc2)cc1)C(C)C	1	6	-6	-1	-6	0	3	59	2.4	-59
O=C(CS(=O)(=O)c1ccc(F)cc1)Nc1nccs1	-10	2	-12	0	4	0	-1	-3	0.6	3
COc1ccc(CN2CC(C(=O)NCCN3CCOCC3)CC2=O)cc1 (configuration not stated)	4	1	2	-3	-6	3	-4	-2	-1.2	2

Reformatted as comma-separated lines: part of the list above
compound,Cardiac RTF inh,Arr AP2 block,PvdQ acylase,NSD2 inh,PKA-R2B activ,DAGLB inh,Keap1-Nrf2 PPI,SR-BI HDL uptake,C-LANA FP,SR-BI DiI-HDL act
Cc1ccc(S(=O)(=O)N2CCN(S(=O)(=O)N(C)C)CC2)cc1,-18,9,15,5,-5,1,3,11,0.0,-11
CN(Cc1ccc(F)cc1)C(=O)COc1ccc2ccccc2c1,-4,2,-10,1,-3,-4,-3,-16,0.2,16

Additional compounds
SMILES	Cardiac RTF inh	Arr AP2 block	PvdQ acylase	NSD2 inh	PKA-R2B activ	DAGLB inh	Keap1-Nrf2 PPI	SR-BI HDL uptake	C-LANA FP	SR-BI DiI-HDL act
NC1=NC(c2cn[nH]c2-c2cccc(F)c2)n2c(nc3ccccc32)N1 (configuration not stated)	4	14	-4	0	-18	0	-6	-24	-1.2	24
CC1=C(C(=O)OCc2ccc3c(c2)OCO3)C(c2ccccc2)NC(=O)N1 (configuration not stated)	-20	12	-7	-2	6	4	-1	50	-1.6	-50
O=C(COc1ccc2ccccc2c1Br)N1CCCCC1	5	-12	-13	-2	-7	-3	-3	0	-0.6	0
CCCc1ccc2c(N)c(C#N)sc2n1	-9	46	7	-9	10	1	-3	2	-0.5	-2
O=C(CN1CCN(CN2C(=O)NC3(CCCCCC3)C2=O)CC1)Nc1cccc(F)c1	-9	15	-7	-4	1	0	3	-20	-0.9	20
CC(C)(C)c1ccc(OC(=O)c2ccccc2)cc1	-2	25	2	12	-9	-7	4	-17	0.8	17
C=CCNC(=O)CN(Cc1ccccc1)S(=O)(=O)c1ccccc1	1	19	8	1	1	-1	1	5	-1.0	-5
CC(C)(C)Cc1nc(-c2ccc(Cl)cc2)no1	-5	-5	-10	-1	3	0	1	-5	-0.6	5
COc1ccc(C(=O)N2CCC(C(=O)Nc3ccccc3OC)CC2)cc1	-3	-13	-9	0	-4	0	2	18	0.4	-18
CCC(CC)COC(=O)C(C#N)c1nc2ccccc2nc1N1CCOCC1 (configuration not stated)	-7	22	3	-1	-4	-9	-2	25	0.3	-25
Cc1cccc(C)c1NC(=O)NC1(C(=O)NCC2CCCO2)CCCCC1 (configuration not stated)	-9	14	0	-1	0	0	-1	.	-1.9	.
COc1cc(O)c(C(CC(=O)N2CCCC2)c2ccc(N(C)C)cc2)c(OC)c1 (configuration not stated)	2	8	-9	.	3	0	-2	-34	3.1	34
CCOC(=O)C1CCCN(Cc2ccc(OC)cc2OC)C1 (configuration not stated)	-2	22	20	.	-5	0	-2	6	-0.4	-6
Cc1ccc2c(c1)c1c(n2C)-c2[nH]ncc2CC1	-2	7	-7	4	-3	6	1	42	0.4	-42
CC(C)n1c(=N)c(C(=O)NCCc2ccccc2)cc2c(=O)n3ccccc3nc21	-9	0	-54	-5	-9	0	1	2	-0.6	-2
CC[C@]12c3[nH]c4cc(-c5ccco5)ccc4c3CCN1C(=O)[C@@H](CC(=O)NC(C)(C)C)C[C@@H]2C(=O)N1CCN(C(=O)c2ccco2)CC1	-9	25	-13	.	-8	3	-5	-31	-1.0	31
Cn1c(SCC(=O)c2ccc(-c3ccccc3)cc2)nnc1-c1ccco1	-8	-3	-15	26	-1	2	-3	17	-1.5	-17
Cc1ccsc1/C=N/N=C/c1sccc1C	1	4	-21	2	5	-8	-3	10	-1.0	-10
Cc1cc2occ(CC(=O)NNC(=O)c3ccccc3F)c2cc1C	-1	-6	-4	28	-8	0	-2	11	0.3	-11
O=C(C(=O)N1CCN(c2ccc([N+](=O)[O-])cc2)CC1)c1cn(CC(=O)N2CCOCC2)c2ccccc12	1	-4	-1	3	2	1	-2	64	1.0	-64

Single values from the entries so far:
For Keap1-Nrf2 PPI, CC[C@]12c3[nH]c4cc(-c5ccco5)ccc4c3CCN1C(=O)[C@@H](CC(=O)NC(C)(C)C)C[C@@H]2C(=O)N1CCN(C(=O)c2ccco2)CC1 is listed with -5
For NSD2 inh, Cn1c(SCC(=O)c2ccc(-c3ccccc3)cc2)nnc1-c1ccco1 is listed with 26
For PKA-R2B activ, O=C(C(=O)N1CCN(c2ccc([N+](=O)[O-])cc2)CC1)c1cn(CC(=O)N2CCOCC2)c2ccccc12 is listed with 2
For PKA-R2B activ, Cc1cccc(C)c1NC(=O)NC1(C(=O)NCC2CCCO2)CCCCC1 (configuration not stated) is listed with 0

Five entries from above, with bars between the fields:
structure | Cardiac RTF inh | Arr AP2 block | PvdQ acylase | NSD2 inh | PKA-R2B activ | DAGLB inh | Keap1-Nrf2 PPI | SR-BI HDL uptake | C-LANA FP | SR-BI DiI-HDL act
COc1ccc(C(=O)N2CCC(C(=O)Nc3ccccc3OC)CC2)cc1 | -3 | -13 | -9 | 0 | -4 | 0 | 2 | 18 | 0.4 | -18
CCC(CC)COC(=O)C(C#N)c1nc2ccccc2nc1N1CCOCC1 (configuration not stated) | -7 | 22 | 3 | -1 | -4 | -9 | -2 | 25 | 0.3 | -25
Cc1cccc(C)c1NC(=O)NC1(C(=O)NCC2CCCO2)CCCCC1 (configuration not stated) | -9 | 14 | 0 | -1 | 0 | 0 | -1 | . | -1.9 | .
COc1cc(O)c(C(CC(=O)N2CCCC2)c2ccc(N(C)C)cc2)c(OC)c1 (configuration not stated) | 2 | 8 | -9 | . | 3 | 0 | -2 | -34 | 3.1 | 34
CCOC(=O)C1CCCN(Cc2ccc(OC)cc2OC)C1 (configuration not stated) | -2 | 22 | 20 | . | -5 | 0 | -2 | 6 | -0.4 | -6

Next records follow:
SMILES	Cardiac RTF inh	Arr AP2 block	PvdQ acylase	NSD2 inh	PKA-R2B activ	DAGLB inh	Keap1-Nrf2 PPI	SR-BI HDL uptake	C-LANA FP	SR-BI DiI-HDL act
CC(=O)NS(=O)(=O)c1ccc(NC(=S)NC(=O)C(C)C)cc1	-1	3	-24	0	3	-2	-3	-36	2.1	36
COc1ccc(C(CNC(=O)c2ccc(S(=O)(=O)Nc3ccccc3F)cc2)N(C)C)cc1 (configuration not stated)	-2	-13	-8	44	-7	1	-1	6	0.6	-6
O=S(=O)(c1ccc(C2=CSC3=NCCN23)cc1)N1CCOCC1	-7	2	-62	1	-2	0	-4	-8	1.0	8
COc1cccc(CNC(=O)C2CCN(Cc3cnn(-c4ccccc4)c3-n3cccc3)CC2)c1	-1	-2	-6	-3	-8	-2	-1	32	2.2	-32
O=C(CC(c1ccccc1)c1ccccc1O)NCCN1CCOCC1 (configuration not stated)	-18	9	-8	.	1	1	-4	-9	3.6	9
C=CCNC(=S)N1CCN(S(=O)(=O)c2ccc(C)cc2)CC1	-12	10	8	-5	2	2	-3	.	0.8	.
COc1ccccc1C(=O)Nc1c(C(=O)N2CCN(C)CC2)oc2ccccc12	-9	4	9	10	-9	-2	-4	2	-0.9	-2
CC(Cc1ccccc1)C(=O)NCc1ccncc1 (configuration not stated)	7	4	-11	.	5	0	-6	-18	1.5	18
N/C(=N\c1nc2c(c(=O)[nH]1)CCC2)Nc1cccc(Cl)c1	9	9	11	-1	-8	1	2	18	-1.7	-18
CC1=NN(c2cccc(C(=O)O)c2)C(=O)/C1=C\C=C\c1ccco1	35*	9	-2	+	2	1	7	.	92*	.
NS(=O)(=O)c1ccc(CNC(=O)c2ccc3c(c2)OCO3)cc1	3	33	-6	0	-1	1	2	-11	0.2	11
O=C(COc1nsnc1N1CCOCC1)Nc1ccccc1Cl	-4	-5	-13	1	11	-1	-8	16	0.0	-16

Source: PubChem BioAssay (several laboratories)
